hERG WT inh = KCNH2 (human, wildtype) channel inhibition. activity change, % at 1.84 µM. actives 0.37% (n = 340,000). U2OS, BacMam KCNH2, thallium flux FluxOr; stronger effect = lower value. Q12809;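 active = maximum activity change below -70%; inconclusive = maximum activity change between -70% and -50%; inactive = maximum activity change above -50%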; note: % is set by controls: 0 for no effect and ±100 for the full control effect
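U2OS cells transduced with wild-type KCNH2 virus are loaded with FluxOr dye for 45 min, and thallium flux is measured in kinetic reads before and after stimulation buffer. Rate constants are normalized to DMSO controls.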
MBNL1-CUG inh = inhibitors of human MBNL1 binding to CUG repeat RNA; Q9NR56; TR-FRET MBNL1-His/biotin-(CUG)12 binding, 665/545 ratio; Potency, µM (highest dose often 57.5 µM), for the others: at the top dose activity change, negative = inhibition, hits mostly inhibitors; actives 0.036% (n = 280,000); AID 2675; active = well fitted inhibition curve with a large enough effect in the signal ratio, with a control signal flat, not every such curve was filed as active; inconclusive = small, poorly fitted or top-dose-only effect, or effect the other way, or a change in a side signal; inactive = no such curve, though single readings can be large or run the other way; the % refers to the signal ratio; note: potency is the fitted concentration of half-maximal effect; % is set by controls: 0 for no effect and ±100 for the full control effect
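Compound titration spanned 92 nM–58 uM against the MBNL1-His/biotin-(CUG)12 complex. After 60 min at room temperature with 5 nM streptavidin-XL665 and 0.055 ng/ul terbium anti-His, ratiometric 665/545 nm emission (Ex 340 nm) normalized to controls.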
A-T KAP1 phos = candidate therapy for ataxia-telangiectasia | actives 0.19% (n = 320,000) | Potency, µM (top dose mostly 57.5 µM), inactives show top-dose activation, usual class: activators | […] A-T fibroblasts, KAP-1 phosphorylation AlphaLISA; neocarzinostatin DNA damage 30 min before lysis | AID 485349; note: potency is the fitted concentration of half-maximal effect; % of control where 0% means no effect; nearly all actives have a fitted effect of over 45% in size
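hTERT-immortalized A-T patient fibroblasts ([…]), 500 cells/well in OPTI-MEM, 1% FBS, got compounds for 60 min, then NCS for 30 min at 37C. Lysates were then assayed for phospho-KAP-1 by AlphaLISA (anti-pKAP1 donor, anti-KAP1 acceptor beads), 6 hr at 25C.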
GALK inhibitor = inhibitors of human galactokinase. P51570. Purified GALK, Kinase-Glo residual ATP luminescence. Potency, µM (top dose mostly 57.5 µM), without a hit: at the highest dose activity change, negative = inhibition, actives largely listed as inhibitors. actives 0.007% (n = 270,000); note: potency is the fitted concentration of half-maximal effect; % is set by controls: 0 for no effect and ±100 for the full control effect
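GALK at 5 nM final was combined with compound, 35 uM ATP and 100 uM galactose in HEPES pH8.0 with MgCl2 and DTT. The reaction ran one hour at room temperature before luminescent ATP detection.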
CXXC DNA block = inhibitors of human MLL CXXC domain-DNA interaction. actives 0.037% (n = 290,000). Potency, µM (top dose mostly 115 µM), for the others: at the top dose activity change, negative = inhibition, usual class: inhibitors. MLL-CXXC / FITC-HOXA9 DNA fluorescence polarization. Q03164; active = well fitted inhibition curve with a large enough effect in the polarisation, with a control signal flat, not every such curve was filed as active; inconclusive = small, poorly fitted or top-dose-only effect, or effect the other way, or a change in a side signal; inactive = no such curve, though single readings can be large or run the other way; the % refers to the polarisation; note: potency is the fitted concentration of half-maximal effect
Target sequence (Q03164 whole entry, looked up, the tested form may be a part): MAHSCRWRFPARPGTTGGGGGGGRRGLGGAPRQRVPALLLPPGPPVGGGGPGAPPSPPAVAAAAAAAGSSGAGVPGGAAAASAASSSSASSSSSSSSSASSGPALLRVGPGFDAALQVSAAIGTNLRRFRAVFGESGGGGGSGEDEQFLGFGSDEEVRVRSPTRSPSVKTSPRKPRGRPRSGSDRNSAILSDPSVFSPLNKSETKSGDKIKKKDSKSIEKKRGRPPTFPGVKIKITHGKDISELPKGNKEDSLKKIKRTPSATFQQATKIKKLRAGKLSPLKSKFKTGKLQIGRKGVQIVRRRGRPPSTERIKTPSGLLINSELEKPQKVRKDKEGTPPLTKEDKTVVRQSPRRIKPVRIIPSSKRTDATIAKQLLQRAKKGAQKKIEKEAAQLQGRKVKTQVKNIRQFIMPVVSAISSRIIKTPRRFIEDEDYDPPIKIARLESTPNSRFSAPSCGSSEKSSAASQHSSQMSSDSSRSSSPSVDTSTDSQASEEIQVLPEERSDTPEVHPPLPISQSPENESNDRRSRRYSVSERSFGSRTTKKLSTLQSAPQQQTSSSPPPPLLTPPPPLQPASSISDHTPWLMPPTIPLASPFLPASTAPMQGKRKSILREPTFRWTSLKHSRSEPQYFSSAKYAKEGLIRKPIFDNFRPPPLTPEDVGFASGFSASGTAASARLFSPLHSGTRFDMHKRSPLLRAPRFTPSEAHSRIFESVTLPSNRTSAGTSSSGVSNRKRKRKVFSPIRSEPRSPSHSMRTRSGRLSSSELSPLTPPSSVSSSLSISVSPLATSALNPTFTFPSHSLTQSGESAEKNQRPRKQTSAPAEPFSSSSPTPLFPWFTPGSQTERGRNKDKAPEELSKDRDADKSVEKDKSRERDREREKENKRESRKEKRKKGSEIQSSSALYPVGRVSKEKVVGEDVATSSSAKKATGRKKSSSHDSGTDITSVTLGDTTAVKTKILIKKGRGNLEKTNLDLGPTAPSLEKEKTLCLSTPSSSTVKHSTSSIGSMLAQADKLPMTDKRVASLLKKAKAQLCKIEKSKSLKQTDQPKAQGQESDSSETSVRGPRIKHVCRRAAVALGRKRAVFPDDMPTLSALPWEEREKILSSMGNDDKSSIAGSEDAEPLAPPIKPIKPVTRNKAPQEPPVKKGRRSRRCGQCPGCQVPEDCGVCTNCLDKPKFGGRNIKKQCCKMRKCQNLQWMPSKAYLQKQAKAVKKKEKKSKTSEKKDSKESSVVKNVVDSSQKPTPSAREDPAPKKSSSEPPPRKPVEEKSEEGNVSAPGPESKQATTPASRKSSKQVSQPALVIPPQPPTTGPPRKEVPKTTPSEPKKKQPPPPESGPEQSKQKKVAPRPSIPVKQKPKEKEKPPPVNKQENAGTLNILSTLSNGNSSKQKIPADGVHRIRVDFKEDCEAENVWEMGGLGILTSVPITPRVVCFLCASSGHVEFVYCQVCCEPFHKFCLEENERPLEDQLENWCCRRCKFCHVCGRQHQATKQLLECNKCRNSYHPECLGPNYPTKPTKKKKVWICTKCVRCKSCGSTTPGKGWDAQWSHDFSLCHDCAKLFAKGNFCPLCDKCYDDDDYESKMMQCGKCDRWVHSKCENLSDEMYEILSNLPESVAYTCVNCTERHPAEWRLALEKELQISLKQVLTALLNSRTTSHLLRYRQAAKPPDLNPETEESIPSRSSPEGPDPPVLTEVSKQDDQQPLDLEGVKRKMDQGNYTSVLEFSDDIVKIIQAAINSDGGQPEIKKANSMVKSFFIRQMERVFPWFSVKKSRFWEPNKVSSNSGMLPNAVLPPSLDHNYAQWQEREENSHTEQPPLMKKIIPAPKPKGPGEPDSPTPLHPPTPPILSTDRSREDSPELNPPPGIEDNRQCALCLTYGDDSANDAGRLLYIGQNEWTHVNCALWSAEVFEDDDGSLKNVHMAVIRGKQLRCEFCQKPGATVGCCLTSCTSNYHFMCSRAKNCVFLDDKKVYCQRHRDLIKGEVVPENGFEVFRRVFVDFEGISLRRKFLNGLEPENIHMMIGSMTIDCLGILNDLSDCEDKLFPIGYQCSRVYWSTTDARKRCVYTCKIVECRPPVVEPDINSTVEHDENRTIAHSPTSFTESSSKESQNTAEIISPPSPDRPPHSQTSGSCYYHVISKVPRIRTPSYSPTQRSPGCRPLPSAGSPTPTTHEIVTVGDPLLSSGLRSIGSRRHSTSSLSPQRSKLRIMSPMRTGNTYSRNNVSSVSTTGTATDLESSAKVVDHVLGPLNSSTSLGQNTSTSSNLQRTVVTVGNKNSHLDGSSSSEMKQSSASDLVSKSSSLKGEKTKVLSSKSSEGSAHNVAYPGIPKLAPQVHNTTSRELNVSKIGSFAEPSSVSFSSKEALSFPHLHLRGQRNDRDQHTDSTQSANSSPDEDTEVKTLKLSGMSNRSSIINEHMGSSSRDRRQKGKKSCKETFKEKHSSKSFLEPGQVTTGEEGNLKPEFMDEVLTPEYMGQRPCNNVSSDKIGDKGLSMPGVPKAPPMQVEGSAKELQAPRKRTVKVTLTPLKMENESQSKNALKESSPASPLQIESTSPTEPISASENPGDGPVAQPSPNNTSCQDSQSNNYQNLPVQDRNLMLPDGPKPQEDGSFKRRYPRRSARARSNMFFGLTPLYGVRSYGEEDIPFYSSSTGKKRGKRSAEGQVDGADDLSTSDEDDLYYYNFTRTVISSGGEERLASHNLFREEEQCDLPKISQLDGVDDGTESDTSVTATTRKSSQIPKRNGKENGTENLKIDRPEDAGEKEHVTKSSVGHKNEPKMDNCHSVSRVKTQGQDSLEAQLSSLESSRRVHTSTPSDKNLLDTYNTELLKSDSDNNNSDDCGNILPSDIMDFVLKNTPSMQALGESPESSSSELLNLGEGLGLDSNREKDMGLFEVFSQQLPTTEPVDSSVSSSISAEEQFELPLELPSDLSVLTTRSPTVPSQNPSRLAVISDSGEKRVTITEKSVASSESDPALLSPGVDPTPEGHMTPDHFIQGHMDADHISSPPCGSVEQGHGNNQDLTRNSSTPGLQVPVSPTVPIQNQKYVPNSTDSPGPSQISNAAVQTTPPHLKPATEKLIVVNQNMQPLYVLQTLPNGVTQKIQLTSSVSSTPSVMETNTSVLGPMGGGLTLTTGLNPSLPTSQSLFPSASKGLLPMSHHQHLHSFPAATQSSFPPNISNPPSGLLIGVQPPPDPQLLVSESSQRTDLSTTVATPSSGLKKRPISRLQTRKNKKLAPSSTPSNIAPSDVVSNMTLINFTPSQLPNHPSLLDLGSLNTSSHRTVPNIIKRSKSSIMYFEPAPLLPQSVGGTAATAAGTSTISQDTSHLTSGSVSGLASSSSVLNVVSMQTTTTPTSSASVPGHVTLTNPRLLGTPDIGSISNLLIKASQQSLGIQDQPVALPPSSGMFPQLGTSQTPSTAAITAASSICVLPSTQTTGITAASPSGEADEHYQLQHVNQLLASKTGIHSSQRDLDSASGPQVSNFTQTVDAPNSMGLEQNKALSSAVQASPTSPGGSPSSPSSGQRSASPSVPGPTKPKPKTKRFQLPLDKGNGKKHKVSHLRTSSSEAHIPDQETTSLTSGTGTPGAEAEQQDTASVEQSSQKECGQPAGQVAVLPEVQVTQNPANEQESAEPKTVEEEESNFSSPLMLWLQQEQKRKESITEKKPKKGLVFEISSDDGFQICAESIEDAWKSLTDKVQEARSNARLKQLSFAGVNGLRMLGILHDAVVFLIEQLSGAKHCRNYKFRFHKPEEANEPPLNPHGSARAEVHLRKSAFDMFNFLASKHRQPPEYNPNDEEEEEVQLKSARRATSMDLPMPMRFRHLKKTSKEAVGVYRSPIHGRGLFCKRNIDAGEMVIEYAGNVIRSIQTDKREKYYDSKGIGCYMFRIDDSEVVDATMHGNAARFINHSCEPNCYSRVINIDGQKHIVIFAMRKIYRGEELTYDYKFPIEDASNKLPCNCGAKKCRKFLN
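Steps: dispense CXXC domain solution (7 uM) → pin compounds or unlabeled HOX-A9 DNA control → 5 min ambient → add FLSN-HOX-A9 solution (50 nM) → spin → 30 min ambient → fluorescence polarization. Tris pH 7.5/NaCl/DTT/BSA buffer.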
KCNH2 3.1 inh = inhibitors of human KCNH2 3.1 potassium channel isoform; activity change, % (tested at about 1.8 µM); actives 0.95% (n = 340,000); U2OS KCNH2 3.1, thallium flux FluxOr; stronger effect = lower value;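 active = maximum activity change below -70%; inconclusive = maximum activity change from -70% to -50%; inactive = maximum activity change above -50%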;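 note: thallium influx rate constant from kinetic fluorescence after stimulation buffer; % is set by controls: 0 for no effect and ±100 for the full control effect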
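Thallium flux read-out: FluxOr dye with Red40 quencher in HBSS/HEPES, 45 min at RT. Rate constants from kinetic reads were normalized to positive and negative DMSO controls. Cells: U2OS virally expressing the 3.1 isoform.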
ASM inhibitor = human S-ASM enzyme inhibition. P17405. placental ASM, HMU-PC fluorogenic substrate, 60 min. Potency, µM (titrated, usually from 57.5 µM), without a hit: top-dose activity change, negative = inhibition, most hits filed as inhibitors. actives 0.006% (n = 340,000). AID 504937; note: potency is the fitted concentration of half-maximal effect
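Human placenta-derived ASM preincubated with compound 10 min at room temperature, then reacted with 9 uM (final) fluorogenic HMU-PC substrate for 60 min at 37 C. Stop solution raises pH to 10; fluorescence read at Ex 386/Em 447 nm.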
Integrin act MD = activates integrin-mediated alleviation for muscular dystrophy | Potency, µM (doses to about 38.3 µM), inactives show at the top dose activation, actives largely listed as activators | actives 0.064% (n = 350,000) | alpha7betagal myoblasts, beta-gal FDG fluorescence, 48 h;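 note: potency is the fitted concentration of half-maximal effect; 100% = response of the positive control SU9516; nearly all actives have a fitted effect of over 60% in size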
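Alpha7betagal+/- myoblasts (passage 13) were plated 16-24 hr, then exposed to compounds (1:260 dilution of DMSO stock) for 48 hours at 37C. After MPER lysis, β-galactosidase reporter activity was read as FDG fluorescence (ex 480/em 540) after 30 minutes.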
Coupling enz = counter-screen for Giardia aldolase inhibitors: coupling enzyme system; coupling enzyme system counterscreen, AmpLite Red fluorescence; actives 0.67% (n = 290,000); AID 2472; activity change, negative = inhibition, % at 58.2 µM, hits read low; in the data active = activity change below about -30%; note: % is set by controls: 0 for no effect and ±100 for the full control effect
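Coupling enzymes only (glyceraldehyde-3-phosphate) + compound, at 57.5 uM final, 10 min RT; add substrate/coupling/AmpLite Red mix, 20 min RT; fluorescence ex 525/em 598 nm. Actives flag coupling-system interference.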
TRPV1 ag = agonists of human vanilloid receptor 1 (TRPV1). TRPV1-expressing cells, Fluo-8 calcium influx, agonist mode. activation, % at 8.33 µM. actives 0.19% (n = 320,000). Q8NER1; in the data active = activation above about 80%; inconclusive = between about 30% and that limit; note: 0% is about no effect
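Fluo-8 calcium influx in TRPV1-expressing cells, kinetic read (ex 480/em 520 nm). Compound added and read 3 min for agonist activity, followed by capsaicin at EC20 final and 2 min further read for enhancement.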
* = called active by the depositor; ? = inconclusive; nt = no result given; & = joins results of further samples; [ ] = another dose, or the depositor's remark. Unless noted, calls come from the whole dose curve; as a rule, active = well fitted curve in the direction sought with a large enough effect; inconclusive = small, poorly fitted or top-dose-only effect, or another doubt; inactive = no such curve, though single readings can be large; an effect the other way counts as inactive or inconclusive. Compounds as they come; any-hit rate near 2%.

canonical_smiles	hERG WT inh	MBNL1-CUG inh	A-T KAP1 phos	GALK inhibitor	CXXC DNA block	KCNH2 3.1 inh	ASM inhibitor	Integrin act MD	Coupling enz	TRPV1 ag
COc1ccccc1Nc1nc(N)nc(CN2CCN(c3ccccc3)CC2)n1	15	-1%	-9%	2%	0%	-6	-2%	-4%[7.66 µM]	0	-2
Cc1cc(C(=O)COC(=O)C2=NNC(=O)CC2)c(C)n1-c1cccc(C(F)(F)F)c1	5	4%	0%	-3%	7%	10	0%	7%	5	?
Cc1ccc(N2C(=O)C3ON(c4ccccc4)C(CC(C)C)C3C2=O)cc1 (configuration not stated)	5	nt	3%	-1%	-9%	-12	3%	8%	-1	5
CCOC(=O)c1cc(NC(=O)Nc2nc3ccccc3s2)c(C)nc1C	5	-18%	7%	-1%	-2%	-11	-2%	1%	3	-2
O=C(NCc1cn(-c2ccccc2)nc1-c1ccc(F)cc1)c1cccc([N+](=O)[O-])c1	-1	12%	-17%	1%	1%	18	-7%	-11%	-11	?
C/C(=C(\C#N)C(=O)NCc1ccccc1)N(C)C	9	-13%	1%	0%	3%	10	0%	-14%	15	-2
CCOC(=O)c1oc2ccc(Br)cc2c1NC(=O)CN1CCN(C)CC1	5	23%	-2%	-1%	-4%	-10	-2%	-41%	1	3
O=C(NC1C2CC3CC(C2)CC1C3)C1CCCCC1 (configuration not stated)	-8	-1%	-13%	1%	-2%	10	3%	-11%	2	?
CN(C)S(=O)(=O)c1cccc(NC(=O)c2ccc(N3CCOCC3)c([N+](=O)[O-])c2)c1	5	?	-2%	0%	-6%	5	-14%	-19%	-2	?
O=C1OC(Nc2ccc(F)c([N+](=O)[O-])c2)c2ccccc21 (configuration not stated)	2	?	-9%	nt	-4%	11	1%	0%	1	1
CCN(CC(=O)Nc1cccc(OC)c1)C(=O)c1ccco1	0	-14%	19%	4%	9%	13	3%	-1%	0	-6
O=C(COc1ccccc1)NC(=S)Nc1cccc2cc(O)ccc12	9	62%[activator]	13%	-4%	0%	-16	-7%	-12%	nt	5
Cc1noc(COc2ccccc2OCC(O)CNC(C)(C)C)n1 (configuration not stated)	2	-9%	-2%	2%	15%	-4	5%	-27%	5	7
CCN(C(=O)COC(=O)c1ccccc1Nc1cccc(C)c1C)C1CCS(=O)(=O)C1 (configuration not stated)	-13	-5%	1%	3%	-5%	-32	-3%	8%	-2	2
CSc1nc2nc3c(c(=O)n2[nH]1)CCCC3	15	-9%	-12%	2%	-4%	-6	0%	13%	-1	-1
CC1CCCCN1CC(=O)c1c[nH]c2ccccc12 (configuration not stated)	30	-8%	-10%	-3%	4%	-1	4%	4%	-2	1
COc1ccc(/C=C/C(=O)OCC(=O)NCCNC(=O)COC(=O)/C=C/c2ccc(OC)cc2)cc1	-6	9%	0%	5%	12%	-1	1%	3%	nt	0
COc1ccc(N2C(=O)C(CC(=O)Nc3ccc(F)cc3)N(CCc3ccc(OC)c(OC)c3)C2=O)cc1 (configuration not stated)	-1	-2%	2%	7%	2%	-13	-13%	-2%	1	3
O=S(=O)(Nc1cc(Cl)ccn1)c1ccc(Cl)cc1	-16	0%	-1%	1%	-8%	5	5%	11%	6	-2
Cc1cc(O)c2/c(=N\N)c(-c3csc(C)n3)coc2c1	-4	4%	-6%	0%	11%	6	0%	?	2	6
O=C(Nc1ccccc1Cl)c1ccc(Cl)cc1Cl	-13	nt	1%	1%	-7%	-72*	-2%	-11%	1	17
COc1ccc(CN2CCNC(=O)C2CC(=O)N2CCCCO2)c(OC)c1 (configuration not stated)	-5	-3%	-2%[11.5 µM]	0%	-1%	7	4%	-16%	-6	0
O=C(O)C[C@H]1c2cc(C(F)(F)F)ccc2S(=O)(=O)N1C1CCCC1	5	nt	nt	nt	nt	-18	0%	11%	nt	nt
COc1ccccc1NS(=O)(=O)c1ccc(O)cc1	-11	-4%	nt	1%	15%	-7	5%	5%	4	-4
Cc1ccc(C(=O)N[C@H](C(=O)Nc2ccc(N3CCOCC3)cc2)C(C)C)cc1	-3	nt	1%	nt	nt	-26	-1%	5%	nt	1
O=C(NC(=S)Nc1ccc(CN2CCOCC2)cc1)c1cccc(F)c1	2	-2%	3%	7%	-14%	-26	-3%	0%	0	6
O=C1c2cccnc2C(Nc2ccc(S(=O)(=O)N3CCCCCC3)cc2)N1Cc1ccccc1 (configuration not stated)	5	-6%	1%	6%	-1%	-24	-1%	12%	-2	?
CCOC(=O)c1c(CS(=O)(=O)c2ccccc2)n(C)c2cc(Br)c(O)c(CN(C)C)c12	2	-14%	0%[11.5 µM]	-2%	-3%	2	-5%	3%	-2	11
CC1=C(C(=O)Nc2ccccc2)C(c2ccncc2)C(C#N)=C(SCC(=O)NC2CC2)N1 (configuration not stated)	-7	-11%	4%	1%	11%	-3	0%	-10%	-2	-1
Cc1ccc(SCC(=O)Nc2ccc(S(=O)(=O)Nc3ncccn3)cc2)cc1	nt	-8%	3%	2%	-7%	19	7%	-34%	9	1
CCCCn1c(SCC(=O)NC2CCCC2)nc2ccccc2c1=O	18	nt	-4%	nt	nt	-6	4%	-11%	nt	5
CN(c1ccc(C(=O)COC(=O)C2CC2)cc1)S(C)(=O)=O	3	nt	14%	nt	nt	-8	0%	6%	nt	nt
Cc1ccc(OCCn2cc(C(=S)N3CCCC3)c3ccccc32)cc1C	-11	31%[activator]	2%	0%	31%[activator]	-2	-3%	-5%	-2	-2
O=C(NCCc1ccccc1)C(=O)NCCC1CCCCN1S(=O)(=O)c1ccccc1 (configuration not stated)	-6	nt	13%	nt	nt	-1	0%	?	nt	16
COc1cc(OC)cc(C(=O)NCC(=O)OCC(=O)c2cc(OC)ccc2OC)c1	5	21%	-15%	-3%	6%	8	-1%	23%	4	-2
Cc1ccc2nc(SC(C(=O)c3ccccc3)c3ccccc3)nc(C)c2c1 (configuration not stated)	1	nt	2%	1%	3%	-8	-1%	15%	2	-1
Oc1ccc(Br)cc1-c1cc(-c2ccc(Cl)cc2)n[nH]1	-2	7%	2%	-3%	38%[activator]	-4	-3%	-60%	0	4
c1ccc2c(c1)CCCC2NC1=NCCC1 (configuration not stated)	0	6%	4%	4%	-5%	7	4%	19%	0	2
C[C@@](Cc1ccc(O)c(O)c1)(NN)C(=O)O	-2	-27%	27%	nt	2%&5%&9%	18	-4%	nt	0&-10&-22	2
CCOc1ccc(C(=O)Nc2cccc3ncccc23)cc1Cl	-4	46%[activator]	-5%	4%	2%	-7	0%	-21%	3	19
CN(C)C(=O)CSc1nc(SCC(=O)N(C)C)n(-c2ccccc2)n1	-5	-5%	11%	1%	-1%	15	4%	1%	3	3
CC(C)(C)OC(=O)N1CCC(C(=O)N[C@@H](Cc2c[nH]c3ccccc23)C(=O)O)CC1	nt	-1%	21%	-1%	6%	15	3%	0%	7	1
Cc1ccc(NC(=O)C2CCCN(S(=O)(=O)c3c(C)noc3/C=C/N(C)C)C2)c(C)c1 (configuration not stated)	1	4%	-8%	-3%	26%	28	1%	1%	nt	6
COc1ccc(CCC(=O)Nc2nc(-c3ccncc3)cs2)cc1	nt	6%	-1%	-1%	10%	nt	nt	nt	-1	2
Cc1cc(NC(=O)CS(=O)(=O)c2cn(Cc3ccc(F)cc3)c3ccccc23)no1	4	-2%	13%	0%	2%	-9	-5%	-6%	1	nt
CC(=O)Oc1ccc(N2C(=O)C3C4C=CC(O4)C3C2=O)cc1 (configuration not stated)	-14	-1%	?	5%	15%	3	0%	0%	4	-4
O=C(O)CC12CC3CC(C1)CC(n1ncc(NCC4CCCO4)c(Cl)c1=O)(C3)C2 (configuration not stated)	5	nt	0%	-1%	-11%	1	-3%	2%	-1	0
O=C(CCOc1ccccc1)Nc1nnc(-c2ccc3c(c2)OCCO3)o1	5	22%	3%	0%	-1%	11	-2%	-20%	-1	2
CC(=O)N1CCc2c(sc(NC(=O)Cc3ccc(F)cc3)c2C(N)=O)C1	-3	-3%	2%	10%	26%	13	-2%	?	0	2
O=Cc1c(-[n+]2ccccc2)nc([O-])n1-c1ccccc1	-18	?	-6%	-1%	0%	1	5%	-14%	2	-1
CCN(CC)CCCN=C1N[C@@H](c2ccccc2)C(C(=O)OC)=C(C)N1CC	-10	0%&2%	-1%&8%	nt	-1%&-5%	13	5%	8%	-5&1	-1&1
